OX1R antag-1: antagonists of human orexin 1 receptor; O43613; CHO/OX1R cells, Fluo-8 calcium fluorescence, orexin A; inhibition, % at 5 µM; hit rate 0.43% among 330,000; AID 434989;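 active = inhibition above its plate's threshold, mean inhibition of all tested compounds on the plate plus 3 SD, cut at about 37% in these data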;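 note: 0% = orexin A challenge wells and 100% = SB-334867-A antagonist wells; not every result past the cut was called active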
Target sequence (O43613 whole entry, looked up): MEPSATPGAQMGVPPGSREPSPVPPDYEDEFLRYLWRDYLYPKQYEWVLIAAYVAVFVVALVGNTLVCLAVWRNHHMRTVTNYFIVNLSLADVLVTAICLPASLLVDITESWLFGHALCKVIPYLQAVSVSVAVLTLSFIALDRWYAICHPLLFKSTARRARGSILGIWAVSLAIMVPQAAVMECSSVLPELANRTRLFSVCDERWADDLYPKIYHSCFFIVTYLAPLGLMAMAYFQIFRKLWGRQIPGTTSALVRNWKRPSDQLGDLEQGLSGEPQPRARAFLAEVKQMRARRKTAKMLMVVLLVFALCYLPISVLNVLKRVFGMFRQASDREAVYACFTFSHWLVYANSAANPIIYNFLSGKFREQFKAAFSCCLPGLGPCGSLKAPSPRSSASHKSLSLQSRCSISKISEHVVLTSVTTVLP
OX1R antag-2: blocks the human orexin 1 receptor; OX1R-expressing cells, FRET antagonist read-out; hit rate 1.8% among 330,000; AID 485270; inhibition, % at 6.6 µM; in the data active = inhibition mostly above about 38%, no sharp cut-off; inactive = mostly below about 40%;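 note: 0% = agonist challenge alone and 100% = reference antagonist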
* = called active by the depositor.

O=C(N=C1SC2CS(=O)(=O)CC2N1c1ccccc1)C1CC1 (configuration not stated) was read as OX1R antag-1 -0.9 and OX1R antag-2 2.9.
For CCOC(=O)c1nn(-c2ccc(Cl)cc2)c2nc(Nc3ccccc3)cc(=O)n12 the results were OX1R antag-1 -28.1 and OX1R antag-2 3.7.
Screening CCn1c(=O)cc(SCC(=O)N2CCN(C)CC2)c2ccccc21 returned OX1R antag-1 -0.2 and OX1R antag-2 14.0.
CC(C)n1c(SCc2ccc(Cl)cc2)nc2c1c(=O)[nH]c(=O)n2C was read as OX1R antag-1 -22.8 and OX1R antag-2 13.7.
Cc1ccc(NC(=O)C(C)N2CCCC2)cc1Cl (configuration not stated) was read as OX1R antag-1 -18.4 and OX1R antag-2 0.4.
Screening O=C(c1cccs1)N1CCN(S(=O)(=O)N2CCOCC2)CC1 returned OX1R antag-1 -13.3 and OX1R antag-2 14.0.
C[N+](C)(C)C[C@H](O)CC(=O)[O-] was read as OX1R antag-1 4.3 and OX1R antag-2 1.5.
`COc1ccc(NC(=O)c2cc(S(=O)(=O)N3CCOCC3)ccc2N2CCOCC2)cc1` gave OX1R antag-1 -21.0 and OX1R antag-2 -0.8.
For CCCc1nc2c(ccc3ccccc32)cc1CC the results were OX1R antag-1 -12.6 and OX1R antag-2 4.2.
Screening Cc1ccc(NC(=O)N2CCCC2C(=O)NCC2CCCCC2)cc1 (configuration not stated) returned OX1R antag-1 -12.3 and OX1R antag-2 15.6.
Cc1[nH]nc2c1C(c1ccccc1F)CC(=O)N2 (configuration not stated) was read as OX1R antag-1 -9.5 and OX1R antag-2 13.2.
`O=C(NCc1ccccc1)c1ccc2nccnc2c1` gave OX1R antag-1 -9.4 and OX1R antag-2 25.2.
For O=C(CN1CCC(O)(c2ccccc2F)CC1)NCCc1c[nH]c2ccccc12 the results were OX1R antag-1 -5.7 and OX1R antag-2 15.2.
For CC1CCN(C(=O)COC(=O)c2ccc(=O)n(Cc3ccccc3)n2)CC1 the results were OX1R antag-1 -27.4 and OX1R antag-2 27.0.
For COc1cccc(CCNC(=O)c2cc(COc3c(F)cccc3F)on2)c1 the results were OX1R antag-1 -21.9 and OX1R antag-2 11.1.
`COc1ccc(-c2nn(-c3ccccc3)cc2C=O)cc1[N+](=O)[O-]` gave OX1R antag-1 7.6 and OX1R antag-2 28.7.
For O=C1OC(CN2CCOCC2)CN1N=Cc1ccc([N+](=O)[O-])o1 (configuration not stated) the results were OX1R antag-1 -2.0 and OX1R antag-2 59.8*.
Screening COCCNC(=O)C(c1ccc(C)cc1)N(CCOC)C(=O)CCC(=O)Nc1ccccn1 (configuration not stated) returned OX1R antag-1 -18.4 and OX1R antag-2 13.4.
`CC1CCC2(CC1)NC(=O)N(CC(=O)Nc1cccnc1Cl)C2=O` (configuration not stated) gave OX1R antag-1 9.5 and OX1R antag-2 6.1.
`COc1cccc(S(=O)(=O)NCc2ccc(C(=O)NCc3ccco3)cc2)c1` gave OX1R antag-1 3.2 and OX1R antag-2 18.2.
`Cc1cc(NC(=O)C2CCCCC2C(=O)O)no1` (configuration not stated) gave OX1R antag-1 -5.8 and OX1R antag-2 -1.1.
O=C(Nc1cccnc1)c1ccc(Cl)c(S(=O)(=O)N2CCOCC2)c1 was read as OX1R antag-1 -10.8 and OX1R antag-2 12.9.
Screening COc1ccc(-c2csc(NS(=O)(=O)c3ccc([N+](=O)[O-])cc3)n2)cc1 returned OX1R antag-1 1.0 and OX1R antag-2 31.5.
CC[n+]1c(/C=C/N(C)c2ccccc2)oc2ccc(Cl)cc21 was read as OX1R antag-1 -3.5 and OX1R antag-2 5.7.
For COc1ccc(CCNC(=O)c2ccc(CN3CCC(Cc4ccccc4)CC3)cc2)cc1 the results were OX1R antag-1 -13.7 and OX1R antag-2 4.4.
Screening CCc1nnc(NC(=O)C2CCC(CNc3c(N4CCC(C)CC4)c(=O)c3=O)CC2)s1 (configuration not stated) returned OX1R antag-1 -9.3 and OX1R antag-2 1.6.
Screening COc1ccc(CCNC(=O)CSc2nc3[nH]ncc3c(=O)n2-c2ccccc2OC)cc1OC returned OX1R antag-1 -21.4 and OX1R antag-2 0.1.
Screening CCN(C(=O)CSc1ccc2ccccc2c1)C1CCS(=O)(=O)C1 (configuration not stated) returned OX1R antag-1 19.8 and OX1R antag-2 28.6.
`NC(=O)c1ncc(C(F)(F)F)cc1Cl` gave OX1R antag-1 -3.6 and OX1R antag-2 16.7.
For CCCNC(=O)Cn1c(=O)/c(=C\c2ccc(-c3ccc([N+](=O)[O-])cc3)o2)s/c1=C\C(=O)C(C)(C)C the results were OX1R antag-1 74.8* and OX1R antag-2 11.9.
COc1cccc(C(=O)Nc2cc(C)c3c(=O)oc4ccccc4c3n2)c1 was read as OX1R antag-1 -27.9 and OX1R antag-2 44.8*.
COc1ccc(C2c3cc(OC)c(OC)cc3CCN2C(=O)c2ccccc2Br)cc1OC (configuration not stated) was read as OX1R antag-1 -22.4 and OX1R antag-2 10.9.
`O=C(COC(=O)CN=C1NS(=O)(=O)c2ccccc21)Nc1ccccc1OC(F)F` gave OX1R antag-1 -1.6 and OX1R antag-2 17.7.
`CC12CNCC(C)(CN(C(c3ccccc3)c3ccccc3)C1)C2` gave OX1R antag-1 -43.6 and OX1R antag-2 26.1.
Screening CCCN1C(=O)C(Cc2nc3ccccc3c(=O)n2C)c2ccccc21 (configuration not stated) returned OX1R antag-1 -34.2 and OX1R antag-2 11.0.
Screening CCNC(=O)NC(=O)COC(=O)C1CSC2(C)CCC(=O)N12 (configuration not stated) returned OX1R antag-1 -5.0 and OX1R antag-2 1.3.
`CC(C)c1ccc(NC(=O)NC(C)c2ccc3c(c2)OCO3)cc1` (configuration not stated) gave OX1R antag-1 -14.6 and OX1R antag-2 4.3.
For CC(=O)Nc1nc2c(s1)C(=O)NCCC2 the results were OX1R antag-1 -18.8 and OX1R antag-2 6.6.
For CC(C)N(CCCNC(=O)Cn1c(=O)c2cccn2c2ccc(F)cc21)Cc1ccccc1 the results were OX1R antag-1 5.2 and OX1R antag-2 -2.2.
`COc1ccc(-c2nc(C)sc2CC(=O)O)cc1OC` gave OX1R antag-1 16.1 and OX1R antag-2 14.0.
Screening COc1ccccc1OCCC(=O)O returned OX1R antag-1 5.0 and OX1R antag-2 11.6.
`Cc1csc(=Nc2ccccc2)n1C` gave OX1R antag-1 -10.5 and OX1R antag-2 -0.9.
`Cn1c(SCC(=O)Nc2ccc(N3CCOCC3)c(Cl)c2)nnc1C(O)c1ccccc1` (configuration not stated) gave OX1R antag-1 -9.0 and OX1R antag-2 1.6.
Screening O=C(c1ccc(F)c(S(=O)(=O)N2CCOCC2)c1)N1CCc2ccccc21 returned OX1R antag-1 -7.1 and OX1R antag-2 20.8.
For CN1CCN(c2cc(-c3cc(O)c4ncccc4c3)ccn2)CC1 the results were OX1R antag-1 -10.9 and OX1R antag-2 12.6.
Screening COCCn1c(SCC(=O)N2CC(=O)Nc3ccccc32)nc2ccccc2c1=O returned OX1R antag-1 -20.6 and OX1R antag-2 5.9.
Screening CN1/C(=C\C=Nc2ccc3ccccc3c2)C(C)(C)c2ccccc21 returned OX1R antag-1 -7.1 and OX1R antag-2 17.4.
For Cc1onc(-c2ccccc2Cl)c1C(=O)N1CCN(c2cccc(Cl)c2)CC1 the results were OX1R antag-1 -27.5 and OX1R antag-2 22.5.
Cc1ccc2c(c1)c(N=O)c(O)n2Cc1ccc(Cl)cc1 was read as OX1R antag-1 -1.7 and OX1R antag-2 6.2.
For O=C(O)COc1ccccc1/C=N/NC(=O)CSc1nnc(SCc2cccc3ccccc23)s1 the results were OX1R antag-1 -24.4 and OX1R antag-2 20.8.
Screening CN(C(=O)c1cc(S(=O)(=O)N2CCc3ccccc32)cn1C)C1CCCCC1 returned OX1R antag-1 -25.5 and OX1R antag-2 10.2.
Screening O=C(NCc1ccccn1)c1cccc(NS(=O)(=O)c2ccccc2F)c1 returned OX1R antag-1 -5.7 and OX1R antag-2 26.2.
For O=C(CCNC(=O)c1ccccc1Cl)Nc1cccc(C(F)(F)F)c1 the results were OX1R antag-1 9.3 and OX1R antag-2 7.0.
For CCN(CC)CCCOc1ccc(Cl)c(Cl)c1 the results were OX1R antag-1 0.7 and OX1R antag-2 25.6.
Screening O=C(Nc1nccs1)c1ccccc1[N+](=O)[O-] returned OX1R antag-1 7.3 and OX1R antag-2 26.8.
For O=C(CN1CCCCC1)N/N=C/c1cc2ccccc2nc1Cl the results were OX1R antag-1 -11.6 and OX1R antag-2 17.3.
`O=C(NCc1ccccc1)NC1(C(=O)N2CCOCC2)CCCCC1` gave OX1R antag-1 -12.9 and OX1R antag-2 12.4.
O=[N+]([O-])c1cccc2c(Cl)ccnc12 was read as OX1R antag-1 -0.8 and OX1R antag-2 66.6.
For O=C(O)c1ccccc1CSc1ncccc1C(=O)O the results were OX1R antag-1 -5.8 and OX1R antag-2 1.1.
CCCOc1ccc(C2C(C#N)=C(N)Oc3nc[nH]c(=O)c32)cc1OC (configuration not stated) was read as OX1R antag-1 -25.3 and OX1R antag-2 21.4.
For O=C(Nc1ccc(Br)cc1F)C1CCCO1 (configuration not stated) the results were OX1R antag-1 -15.7 and OX1R antag-2 13.5.
Screening CCOc1ccc(CNC(=O)CN2C(=O)CSc3ccc(S(=O)(=O)N4CCOCC4)cc32)cc1OC returned OX1R antag-1 -26.0 and OX1R antag-2 8.6.
Screening O=C(CNC(=O)c1ccco1)NCC(=O)OCc1cccc(Cl)c1 returned OX1R antag-1 -10.3 and OX1R antag-2 13.6.
For Cc1ccc(NC(=O)Nc2cccc([N+](=O)[O-])c2)cc1F the results were OX1R antag-1 14.8 and OX1R antag-2 35.9.
O=C(CN(Cc1ccc(F)cc1)C(=O)CCC(=O)Nc1nccs1)NCC1CCCO1 (configuration not stated) was read as OX1R antag-1 -5.8 and OX1R antag-2 21.6.
Screening COc1ccc(-c2cc(C(=O)NNC3=NCCC3)c3c(C)nn(-c4ccccc4)c3n2)cc1 returned OX1R antag-1 -35.4 and OX1R antag-2 14.7.
`O=C(O)CCC(=O)OC1CC2CCC1C2` (configuration not stated) gave OX1R antag-1 -12.3 and OX1R antag-2 26.0.
Screening C[C@H]1COC(=O)[C@H](Cc2ccc(F)cc2)C/C=C\C[C@H](CC(=O)N(CCO)Cc2ccccc2)C(=O)N1 returned OX1R antag-1 -36.0 and OX1R antag-2 5.4.
For O=S(=O)(c1ccc(Oc2ncnc3scc(-c4ccccc4)c23)cc1)N1CCOCC1 the results were OX1R antag-1 -12.6 and OX1R antag-2 6.9.
`O=[N+]([O-])c1ccc(NC(=S)N2CCN(c3ccc(F)cc3)CC2)cc1` gave OX1R antag-1 26.3 and OX1R antag-2 49.6.
`COc1ccc(CCN2CC(C(=O)NCc3nc(C)c(C)s3)CCC2=O)cc1` (configuration not stated) gave OX1R antag-1 -19.3 and OX1R antag-2 34.7.
CC(Sc1n[nH]c(N)n1)C(=O)C12CC3CC(CC(C3)C1)C2 (configuration not stated) was read as OX1R antag-1 -9.6 and OX1R antag-2 -5.3.
COc1ccc(N(CC(=O)Nc2cc(C)ccc2C)S(=O)(=O)c2c(C)noc2C)cc1 was read as OX1R antag-1 -20.3 and OX1R antag-2 6.2.
`O=C(NCCC1=CCCCC1)c1ccc2c(c1)N(Cc1ccccc1)C(=O)CS2` gave OX1R antag-1 -31.0 and OX1R antag-2 15.4.
`N/C(Cc1cccs1)=N\OC(=O)COc1ccc(Cl)cc1Cl` gave OX1R antag-1 2.6 and OX1R antag-2 18.4.
Cc1ccc(SCC(=O)NCCc2ccc(F)cc2)cc1 was read as OX1R antag-1 -25.3 and OX1R antag-2 -2.2.
`Cc1cc(C)cc(N(CCC#N)C(=O)COC(=O)Cn2[nH]c(=O)c3ccccc3c2=O)c1` gave OX1R antag-1 -0.8 and OX1R antag-2 6.5.
For Cc1ccc(C2=CSC3=NS(=O)(=O)CCN23)cc1C the results were OX1R antag-1 -6.5 and OX1R antag-2 4.9.
For COc1cc(/C=N/NC(=O)c2csc3c2CCCC3)ccc1OCCN1CCOCC1 the results were OX1R antag-1 6.4 and OX1R antag-2 14.6.
Screening O=C(CN1C(=O)CSC1=O)Nc1ccc(N2CCOCC2)cc1 returned OX1R antag-1 2.7 and OX1R antag-2 4.5.
For COC(=O)c1cnc(SCC(=O)c2ccccc2)n1C the results were OX1R antag-1 -10.2 and OX1R antag-2 0.5.

By substructure: the entries above containing a nitro group on carbon (8)
`COc1ccc(-c2nn(-c3ccccc3)cc2C=O)cc1[N+](=O)[O-]` gave OX1R antag-1 7.6 and OX1R antag-2 28.7.
For O=C1OC(CN2CCOCC2)CN1N=Cc1ccc([N+](=O)[O-])o1 (configuration not stated) the results were OX1R antag-1 -2.0 and OX1R antag-2 59.8*.
Screening COc1ccc(-c2csc(NS(=O)(=O)c3ccc([N+](=O)[O-])cc3)n2)cc1 returned OX1R antag-1 1.0 and OX1R antag-2 31.5.
For CCCNC(=O)Cn1c(=O)/c(=C\c2ccc(-c3ccc([N+](=O)[O-])cc3)o2)s/c1=C\C(=O)C(C)(C)C the results were OX1R antag-1 74.8* and OX1R antag-2 11.9.
Screening O=C(Nc1nccs1)c1ccccc1[N+](=O)[O-] returned OX1R antag-1 7.3 and OX1R antag-2 26.8.
O=[N+]([O-])c1cccc2c(Cl)ccnc12 was read as OX1R antag-1 -0.8 and OX1R antag-2 66.6.
For Cc1ccc(NC(=O)Nc2cccc([N+](=O)[O-])c2)cc1F the results were OX1R antag-1 14.8 and OX1R antag-2 35.9.
`O=[N+]([O-])c1ccc(NC(=S)N2CCN(c3ccc(F)cc3)CC2)cc1` gave OX1R antag-1 26.3 and OX1R antag-2 49.6.
